# TcdB inh – TcdB glycohydrolase inhibition | P18177 | TcdB glycohydrolase enzymatic assay, plate reader | inhibition, % at 9.99 µM | 0.24% of 350,000 active | AID 652162; in the data active = inhibition above about 10%
# Starred values were filed as active, the others as inactive.
smiles | TcdB inh
CCCC#Cc1cnc2c(c1)C(=O)N([C@@H](C)CO)C[C@@H](C)[C@H](CN(C)Cc1ccc(F)cc1)O2 | 0.1
CO[C@H]1CN(C)C(=O)c2cc(NS(C)(=O)=O)ccc2OC[C@@H](C)N(C(=O)C2CCC2)C[C@H]1C | -0.4
O=C(C[C@@H]1CC[C@H](NC(=O)C2CC2)[C@H](CO)O1)NC1CCC1 | 1.0
CO[C@@H]1CN(C)C(=O)c2cc(NC(=O)C3CCCC3)ccc2OC[C@@H](C)N(S(=O)(=O)c2ccc(Cl)cc2)C[C@H]1C | -0.1
CNC[C@@H]1Oc2c(NC(=O)NC3CCCCC3)cccc2C(=O)N([C@@H](C)CO)C[C@@H]1C | -6.2
Cc1noc(C)c1S(=O)(=O)Nc1ccc2c(c1)C(=O)N([C@H](C)CO)C[C@H](C)[C@H](CN(C)C(=O)c1ccccc1)OCCCC[C@@H](C)O2 | -18
COCC(=O)Nc1ccc2c(c1)OC[C@H](C)N(Cc1cc(F)ccc1F)C[C@@H](C)[C@H](OC)CN(C)C2=O | -2.7
O=C(C[C@H]1C[C@H]2c3cc(NC(=O)NC4CCCC4)ccc3O[C@H]2[C@H](CO)O1)NCC1CC1 | -0.7
C[C@@H]1CCCCO[C@H](CN(C)C(=O)Nc2ccc3c(c2)OCO3)[C@@H](C)CN([C@H](C)CO)C(=O)c2cc(NS(=O)(=O)c3ccccc3)ccc2O1 | 0.9
COc1ccc(S(=O)(=O)N(C)C[C@@H]2Oc3ccc(NC(=O)CCN4CCOCC4)cc3CC(=O)N([C@@H](C)CO)C[C@@H]2C)cc1 | 1.2
COc1ccc2c3c([nH]c2c1)[C@@H](CO)N(C(=O)c1ccccn1)CC31CN(C(=O)C2CCC2)C1 | 0.8
COc1ccc2c3c(n(C)c2c1)[C@@H](CO)N(C)CC31CCN(S(=O)(=O)c2cccs2)CC1 | 2.8
CN1C(=O)c2cc(NC(=O)C3CCCCC3)ccc2OC[C@@H]2O[C@@H](CC(=O)NCCc3ccncc3)CC[C@H]21 | 1.3
O=C(C[C@@H]1CC[C@@H]2[C@H](COC[C@@H](O)CN2C(=O)c2cccnc2)O1)NCc1ccc(-c2ccccc2)cc1 | 0.5
CCCNC(=O)[C@H]1[C@H](CO)[C@H]2Cn3c(ccc(-c4ccccc4OC)c3=O)[C@@H]1N2C(=O)NCCC | -0.4
C[C@@H]1CN([C@H](C)CO)C(=O)Cc2cc(NS(=O)(=O)c3ccc(Cl)cc3)ccc2O[C@@H]1CN(C)C(=O)Nc1ccc(C(F)(F)F)cc1 | 0.1
[N-]=[N+]=Nc1ccccc1C[C@@]1(C(=O)NCc2ccccc2)N=C(c2ccc(OCCCO)cc2)O[C@@H]1c1ccccc1N=[N+]=[N-] | 0.7
CCC(=O)N1CCCCN2[C@@H](CO)[C@H](c3ccc(C#Cc4cccnc4)cc3)[C@@H]2C1 | 0.8
COC(=O)C[C@@H]1CC[C@@H]2[C@H](COc3ccc(NC(=O)Nc4cccc(Cl)c4)cc3C(=O)N2C)O1 | 0.3
O=C(C[C@@H]1CC[C@@H]2[C@H](COC[C@H](O)CN2C(=O)Nc2ccc(C(F)(F)F)cc2)O1)NCC1CC1 | 0.0
O=C(C[C@@H]1CC[C@@H](NC(=O)C2CCOCC2)[C@H](CO)O1)NCC1CCCCC1 | 1.0
COc1ccc(S(=O)(=O)N(C)C[C@H]2Oc3ccc(NS(=O)(=O)c4ccc(F)cc4)cc3C(=O)N([C@@H](C)CO)C[C@@H]2C)cc1 | -0.2
C[C@@H]1CN([C@@H](C)CO)C(=O)Cc2cc(NC(=O)C3CC3)ccc2O[C@H]1CN(C)Cc1ccc(-c2ccccc2)cc1 | -1.2
COc1ccc(NC(=O)N(C)C[C@@H]2Oc3c(NS(=O)(=O)c4ccc(Cl)cc4)cccc3C(=O)N([C@H](C)CO)C[C@@H]2C)cc1 | 0.3
C[C@H]1CN([C@@H](C)CO)C(=O)c2cc(-c3ccncc3)cnc2O[C@@H]1CN(C)Cc1ccc(Oc2ccccc2)cc1 | -0.6
C[C@@H]1CCCCO[C@H](CN(C)S(C)(=O)=O)[C@@H](C)CN([C@@H](C)CO)C(=O)c2cc(N(C)C)ccc2O1 | -16
C[C@H](CO)N1C[C@H](C)[C@H](CN(C)Cc2ccccc2)OCc2cnnn2CCCC1=O | -1.5
CO[C@@H]1CN(C)C(=O)c2ccc(NC(C)=O)cc2OC[C@H](C)N(C(=O)C2CCCCC2)C[C@@H]1C | 0.8
C[C@H]1CN([C@@H](C)CO)C(=O)Cc2cc(NS(=O)(=O)c3ccc(Cl)cc3)ccc2O[C@@H]1CN(C)S(C)(=O)=O | 0.1
CCNC(=O)C[C@@H]1CC[C@H](NS(=O)(=O)c2ccc(C)cc2)[C@@H](CO)O1 | -1.3
Cc1ccc(S(=O)(=O)N2CC[C@@H]3[C@H]2c2cc(-c4ccc(C#N)cc4)ccc2N(C)[C@H]3CO)cc1 | -0.8
CC(=O)N[C@@H]1CC[C@H](CCNC(=O)Nc2ccc(C(F)(F)F)cc2)O[C@@H]1CO | -0.5
COc1ccc(S(=O)(=O)N[C@@H]2CC[C@@H](CCNC(=O)c3ccccc3F)O[C@H]2CO)cc1 | -0.9
CCCNC(=O)N(C)C[C@H]1Oc2ncc(C#CCC3CCCC3)cc2C(=O)N([C@@H](C)CO)C[C@@H]1C | -0.3
C[C@@H](NC(=O)[C@H]1N[C@H]2c3ccc(-c4cccnc4)c(=O)n3C[C@H]2[C@@H]1CO)c1ccccc1 | 0.3
COc1ccc(NC(=O)Nc2cccc3c2O[C@@H](CN(C)S(=O)(=O)c2ccc(Cl)cc2)[C@@H](C)CN([C@@H](C)CO)C3=O)cc1 | 0.5
CCC(=O)N1[C@H](CO)[C@@H](c2ccc(-c3cccc(F)c3)cc2)[C@@H]1CN(C)C(C)=O | 1.7
C[C@H](CO)N1C[C@H](C)[C@@H](CN(C)C(=O)CC2CC2)Oc2cc(C#CCN(C)C)ccc2S1(=O)=O | 0.8
CCC(=O)N1C[C@H](C)[C@@H](OC)CN(C)C(=O)c2cc(NC(=O)COC)ccc2OC[C@@H]1C | 0.4
CC(C)NC(=O)N[C@@H]1C=C[C@@H](CC(=O)NCCCN(C)C)O[C@H]1CO | 0.3
C[C@@H]1CN([C@@H](C)CO)C(=O)c2cc(-c3cccnc3)cnc2O[C@@H]1CN(C)S(C)(=O)=O | -0.3
C[C@@H]1CN([C@@H](C)CO)C(=O)c2cc(Br)cnc2O[C@@H]1CN(C)Cc1ccccc1 | -0.3
C[C@@H]1CN([C@@H](C)CO)C(=O)c2cc(C#CCN(C)C)cnc2O[C@H]1CN(C)Cc1cccc(F)c1 | -0.7
CC(=O)N1CC2(C1)[C@H](c1ccc(-c3ccc(C#N)cc3)cc1)[C@H](CO)N2C(=O)C1CC1 | -0.5
C[C@H]1CCCCO[C@@H](CN(C)C(=O)Nc2ccccc2)[C@@H](C)CN([C@@H](C)CO)C(=O)c2cc(NC(=O)c3ccncc3)ccc2O1 | 0.6
CC(C)NC(=O)Nc1ccc2c(c1)C(=O)N([C@@H](C)CO)C[C@H](C)[C@@H](CN(C)CC1CCCCC1)OCCCC[C@H](C)O2 | -0.4
Cc1noc(C)c1NC(=O)Nc1ccc2c(c1)C(=O)N([C@H](C)CO)C[C@@H](C)[C@H](CN(C)Cc1ccc(Cl)c(Cl)c1)O2 | -1.7
C[C@@H]1CN([C@@H](C)CO)C(=O)Cc2cc(NC(=O)Nc3cccc4ccccc34)ccc2O[C@@H]1CN(C)Cc1ccncc1 | 1.5
C[C@H]1CN([C@@H](C)CO)C(=O)c2cc(N(C)C)ccc2O[C@@H]1CN(C)C(=O)Nc1ccc2c(c1)OCO2 | -2.3
COc1ccc(CNC(=O)C[C@@H]2C=C[C@@H](NC(=O)Nc3ccc4c(c3)OCO4)[C@H](CO)O2)cc1 | -0.5
O=C(c1cccc(F)c1)N1CC(=O)N2[C@H](CO)[C@@H](c3ccc(/C=C/c4ccccc4)cc3)[C@H]2C1 | 0.6
COc1cccc(C(=O)Nc2ccc3c(c2)C(=O)N(C)C[C@H](OC)[C@H](C)CN(CC2CC2)[C@H](C)CO3)c1 | -0.4
CCNC(=O)C[C@@H]1CC[C@@H](NC(=O)C2CCC2)[C@@H](CO)O1 | 1.1
CCCN1[C@@H]2c3ccc(-c4ccccc4)c(=O)n3C[C@@H]2[C@@H](CO)[C@@H]1C(=O)N1CCOCC1 | 1.3
O=C(c1cccnc1)N1CC2(C1)[C@@H](c1ccccc1)[C@@H](CO)N2C(=O)C1CCC1 | -3.2
Cn1cnc(S(=O)(=O)N2CCCCN3[C@H](CO)[C@@H](c4ccc(C#CC5CCCC5)cc4)[C@H]3C2)c1 | -19
COc1ccc(S(=O)(=O)N(C)C[C@H]2OCCCC[C@H](C)Oc3ccc(NC(=O)CCC(F)(F)F)cc3C(=O)N([C@H](C)CO)C[C@@H]2C)cc1 | 1.0
C[C@@H]1CN([C@@H](C)CO)C(=O)c2cccc(NC(=O)C3CCCCC3)c2O[C@H]1CN(C)S(C)(=O)=O | -0.8
CCC(=O)N1[C@H](CO)[C@@H](c2ccccc2)C12CN(C(=O)Cc1ccccc1)C2 | 0.0
COc1ccc(CN(C)C[C@H]2OCCCC[C@@H](C)Oc3ccc(NS(=O)(=O)c4ccc(C)cc4)cc3C(=O)N([C@H](C)CO)C[C@@H]2C)cc1 | 0.1

# (cont.)
smiles | TcdB inh
C[C@H]1CN([C@@H](C)CO)C(=O)c2cccc(NS(=O)(=O)c3cn(C)cn3)c2O[C@@H]1CN(C)C(=O)Nc1ccc(C(F)(F)F)cc1 | 8.7
COCC(=O)N(C)C[C@@H]1Oc2cc(-c3cncnc3)ccc2S(=O)(=O)N([C@@H](C)CO)C[C@@H]1C | 0.1
CCCC#Cc1ccc2c(c1)O[C@@H](CN(C)Cc1ccncc1)[C@@H](C)CN([C@@H](C)CO)S2(=O)=O | -0.2
O=C(C[C@H]1C[C@@H]2c3cc(NC(=O)C4CCOCC4)ccc3O[C@@H]2[C@@H](CO)O1)NCc1ccccc1F | -0.6
C/C=C/c1ccc2c(c1)O[C@@H](CN(C)C(=O)CC1CC1)[C@@H](C)CN([C@H](C)CO)S2(=O)=O | 0.4
C[C@H](CO)N1C[C@H](C)[C@H](CN(C)S(=O)(=O)c2ccc(Cl)cc2)Oc2c(NC(=O)C3CCCCC3)cccc2C1=O | -0.4
C[C@@H]1CN([C@@H](C)CO)C(=O)c2cc(N(C)C)ccc2O[C@@H]1CN(C)S(=O)(=O)c1cccs1 | -0.4
CC(C)CC#Cc1ccc2c(c1)O[C@H](CN(C)CC1CCOCC1)[C@@H](C)CN([C@@H](C)CO)S2(=O)=O | 1.5
C[C@@H]1CN([C@H](C)CO)S(=O)(=O)c2ccc(/C=C/c3ccccc3)cc2O[C@@H]1CN(C)C(=O)c1ccncc1 | 0.6
COc1cccc(NC(=O)N[C@H]2C=C[C@@H](CC(=O)Nc3ccccc3)O[C@H]2CO)c1 | -0.4
C[C@H](CO)N1C[C@H](C)[C@H](CN(C)Cc2ccc3c(c2)OCO3)Oc2ccc(NC(=O)C3CC3)cc2C1=O | 1.0
CC(C)NC(=O)Nc1ccc2c(c1)C(=O)N([C@@H](C)CO)C[C@H](C)[C@H](CN(C)Cc1ccncc1)OCCCC[C@H](C)O2 | -0.3
COc1ccc(CN(C)C[C@@H]2OCc3cn(nn3)CCCC(=O)N([C@@H](C)CO)C[C@H]2C)cc1 | -0.4
CN1[C@@H]2CN(C(=O)Nc3cc(F)ccc3F)c3ccccc3[C@@H]2[C@@H]1CO | -1.1
C[C@H]1CCCCO[C@@H](CN(C)S(=O)(=O)c2cccs2)[C@@H](C)CN([C@@H](C)CO)C(=O)c2cc(NC(=O)Nc3ccc4c(c3)OCO4)ccc2O1 | 1.3
O=C(NC[C@@H]1CC[C@@H]2[C@@H](CN2Cc2cccc(Cl)c2)O1)C1CCC1 | 0.0
COc1ccccc1NC(=O)N[C@@H]1CC[C@H](CCNS(=O)(=O)c2ccc(F)cc2)O[C@H]1CO | 0.1
C[C@@H]1CCCCO[C@H](CN(C)C(=O)Nc2cccc3ccccc23)[C@@H](C)CN([C@H](C)CO)C(=O)c2cc(NC(=O)CCCCCC(=O)Nc3ccccc3N)ccc2O1 | 0.5
CC(=O)N(C)C[C@H]1Oc2ncc(C#CCc3ccccc3)cc2C(=O)N([C@@H](C)CO)C[C@@H]1C | -1.6
CN1c2ccc(-c3ccccc3)cc2[C@@H]2[C@@H](CCN2C(=O)NC2CCCCC2)[C@H]1CO | -0.5
C[C@@H]1CN([C@@H](C)CO)C(=O)c2cc(/C=C/c3ccccc3)cnc2O[C@@H]1CN(C)S(C)(=O)=O | 1.3
O=C(c1ccncc1)N1CC(=O)N2[C@H](CO)[C@@H](c3ccc(-c4cccnc4)cc3)[C@H]2C1 | -0.2

# Part of the list above in order of count of non-hydrogen atoms, largest number first:
smiles | TcdB inh
C[C@H]1CCCCO[C@@H](CN(C)S(=O)(=O)c2cccs2)[C@@H](C)CN([C@@H](C)CO)C(=O)c2cc(NC(=O)Nc3ccc4c(c3)OCO4)ccc2O1 | 1.3
COc1ccc(S(=O)(=O)N(C)C[C@H]2OCCCC[C@H](C)Oc3ccc(NC(=O)CCC(F)(F)F)cc3C(=O)N([C@H](C)CO)C[C@@H]2C)cc1 | 1.0
COc1ccc(NC(=O)N(C)C[C@@H]2Oc3c(NS(=O)(=O)c4ccc(Cl)cc4)cccc3C(=O)N([C@H](C)CO)C[C@@H]2C)cc1 | 0.3
Cc1ccc(S(=O)(=O)N2CC[C@@H]3[C@H]2c2cc(-c4ccc(C#N)cc4)ccc2N(C)[C@H]3CO)cc1 | -0.8
C[C@@H](NC(=O)[C@H]1N[C@H]2c3ccc(-c4cccnc4)c(=O)n3C[C@H]2[C@@H]1CO)c1ccccc1 | 0.3
CCC(=O)N1[C@H](CO)[C@@H](c2ccccc2)C12CN(C(=O)Cc1ccccc1)C2 | 0.0

# 2 entries from above, as labelled records:
COCC(=O)Nc1ccc2c(c1)OC[C@H](C)N(Cc1cc(F)ccc1F)C[C@@H](C)[C@H](OC)CN(C)C2=O
  TcdB inh: -2.7
O=C(C[C@H]1C[C@H]2c3cc(NC(=O)NC4CCCC4)ccc3O[C@H]2[C@H](CO)O1)NCC1CC1
  TcdB inh: -0.7

# The list is partial. The share of hits here may be higher or lower than overall.
